BRCA1 expr up: qHTS Assay to Identify Small Molecule Activators of BRCA1 Expression; 380,000 tested, 1.1% active; AID 624202, 2012; Potency, µM (doses to about 46.1 µM), for the others: at the highest dose activation, usual class: activators; MCF7-BRCA1-FFLuc reporter, luminescence, 48 h; response scale: scaled: vehicle 0%, 10 µM genistein 100%; further: potency means the concentration at half of the fitted maximal effect; nearly all actives have a fitted effect of over 80% in size; some results filed as inactive show a strong effect at the top dose
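Using MCF7 cells harboring a BRCA1 firefly luciferase reporter, plated 2 h before compound pinning, the screen measured luminescence after 48 h incubation. Responses were normalized to DMSO and 10 microM genistein, then fitted for concentration-effect.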
a7 integrin act: qHTS for Activators of Integrin-Mediated Alleviation for Muscular Dystrophy; alpha7betagal myoblasts, beta-gal FDG fluorescence, 48 h; Potency, µM (doses to about 38.3 µM), for inactives: at the top dose activation, actives largely listed as activators; 350,000 tested, 0.064% active; AID 624291, 2012;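 further: potency means the concentration at half of the fitted maximal effect; 100% = response of the positive control SU9516; nearly all actives have a fitted effect of over 60% in size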
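Alpha7betagal+/- myoblasts (passage 13) were plated 16-24 hr, then exposed to compounds (1:260 dilution of DMSO stock) for 48 hours at 37C. After MPER lysis, β-galactosidase reporter activity was read as FDG fluorescence (ex 480/em 540) after 30 minutes.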
TCR act: Activators of T cell receptors: qHTS campaign; primary human leukocytes, anti-CD3, IL-2 HTRF, 48 h; Potency, µM (doses to about 9.22 µM), inactives show at the top dose activation of IL-2 secretion, hits mostly activators; 330,000 tested, under 10 active; AID 504894, 2011; further: % of control where 0% means no effect
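Activity was scored as IL-2 release from primary human leukocytes given only a TCR signal (a-CD3 beads) plus compound for 48 hr. Detection used a two-antibody HTRF format read at 665nm.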
MLL CXXC-DNA inh: qHTS Fluorescence Polarization Assay for Inhibitors of MLL CXXC domain - DNA interaction. Histone-lysine N-methyltransferase 2A (Homo sapiens), Q03164. MLL-CXXC / FITC-HOXA9 DNA fluorescence polarization. Potency, µM (highest dose often 115 µM), without a hit: at the top dose activity change, negative = inhibition, hits mostly inhibitors. 290,000 tested, 0.037% active. AID 2662, 2010; active means well fitted inhibition curve with a large enough effect in the polarisation, with a control signal flat, not every such curve was filed as active; inconclusive means small, poorly fitted or top-dose-only effect, or effect the other way, or a change in a side signal; inactive means no such curve, though single readings can be large or run the other way; the % refers to the polarisation; further: potency means the concentration at half of the fitted maximal effect
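Fluorescence polarization: 7 uM MLL-CXXC (stock) preincubated 5 min with compounds, then 50 nM fluorescein-HOX-A9 DNA (stock) added; 30 min ambient. Buffer 50 mM Tris-HCl pH 7.5, 50 mM NaCl, 1 mM DTT, 0.05% BSA.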
ELG1 repair inh: qHTS screen for small molecules that inhibit ELG1-dependent DNA repair in human embryonic kidney (HEK293T) cells expressing luciferase-tagged ELG1. HEK293T ELG1-luciferase reporter, luminescence, 16 h; DNA damage induced by 5-fluorouridine. Potency, µM (doses to about 46.1 µM), for inactives: top-dose activity change, negative = inhibition, usual class: inhibitors. 330,000 tested, 2.3% active; further: potency means the concentration at half of the fitted maximal effect; on the % scale 0 is the no-effect control and ±100 the full control effect; nearly all actives have a fitted effect of over 55% in size
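Cells (2,000 per well) received 5-fluorouridine plus test compound or DMSO and were incubated 16 hr at 37 °C, 5% CO2. Luciferase activity was read by luminescence 30 min after ONE-Glo addition; signal suppression marked inhibition of damage-induced ELG1 function.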
p53 reactivator: qHTS assay for re-activators of p53 using a Luc reporter. H1299 p53-A138V BP100-luciferase reporter, luminescence, 24 h. Potency, µM (top dose mostly 92.2 µM), without a hit: at the highest dose activity change, positive = activation, hits mostly activators. 320,000 tested, 0.063% active; further: potency means the concentration at half of the fitted maximal effect; % of control where 0% means no effect; nearly all actives have a fitted effect of over 45% in size
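p53-null H1299 cells stably carrying temperature-sensitive p53-A138V and a BP100-luciferase reporter were pinned with compounds (4-point, 1:5 series) and held 24 hrs at 37 deg C. Luminescence was read 10 min after detection reagent.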
TSG101-PTAP inh: qHTS Assay for Iinhibitors of HIV-1 Budding by Blocking the Interaction of PTAP/TSG101 | Potency, µM (top dose mostly 115 µM), for inactives: top-dose activity change, negative = inhibition, usual class: inhibitors | 340,000 tested, under 10 active | Tumor susceptibility gene 101 protein (Homo sapiens), Q99816 | Fluorescence polarization, FITC-PTAP peptide / Tsg101 binding | AID 493005, 2010; active means well fitted inhibition curve with a large enough effect in the main read-out, with a control signal flat, not every such curve was filed as active; inconclusive means small, poorly fitted or top-dose-only effect, or effect the other way, or a change in a side signal; inactive means no such curve, though single readings can be large or run the other way; further: potency means the concentration at half of the fitted maximal effect; % of control where 0% means no effect
Target sequence (Q99816 whole entry, looked up): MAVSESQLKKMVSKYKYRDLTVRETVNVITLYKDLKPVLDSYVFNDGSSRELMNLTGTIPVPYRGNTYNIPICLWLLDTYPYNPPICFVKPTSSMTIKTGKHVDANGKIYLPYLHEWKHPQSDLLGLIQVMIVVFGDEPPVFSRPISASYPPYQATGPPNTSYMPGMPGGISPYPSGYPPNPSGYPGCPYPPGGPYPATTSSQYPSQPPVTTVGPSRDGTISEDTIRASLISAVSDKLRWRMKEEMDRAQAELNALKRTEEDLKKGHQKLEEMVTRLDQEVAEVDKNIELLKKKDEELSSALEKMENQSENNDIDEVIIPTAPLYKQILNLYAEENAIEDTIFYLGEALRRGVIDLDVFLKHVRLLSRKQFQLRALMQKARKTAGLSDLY
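Tsg101 binding domain (10 uM final) was mixed with compound and a FITC-labeled PTAP peptide (50 nM final) in HEPES pH 7.5 buffer with NaCl, Tween 20, EDTA and TCEP; fluorescence polarization was read after 20 min at r.t.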
AT treatment: qHTS Assay for Identifying a Potential Treatment of Ataxia-Telangiectasia; Potency, µM (highest dose often 57.5 µM), for inactives: at the highest dose activation, actives largely listed as activators; […] A-T fibroblasts, KAP-1 phosphorylation AlphaLISA; neocarzinostatin DNA damage 30 min before lysis; AID 485349, 2010; 320,000 tested, 0.19% active; further: potency means the concentration at half of the fitted maximal effect; % of control where 0% means no effect; nearly all actives have a fitted effect of over 45% in size
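ATM-like activity read as KAP-1 phosphorylation via AlphaLISA donor/acceptor antibody pairs after lysis and 6 hr at 25C. Cells were ATM-null patient fibroblasts ([…], hTERT), dosed 60 min, then exposed to the DSB inducer NCS for 30 min.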
TRPV1 ag: HTS Assay for Compounds that Act as Agonists of the Vanilloid Receptor 1; Transient receptor potential cation channel subfamily V member 1 (Homo sapiens), Q8NER1; TRPV1-expressing cells, Fluo-8 calcium influx, agonist mode; activation, % at 8.33 µM; 320,000 tested, 0.19% active; in the data active means activation above about 80%; inconclusive means between about 30% and that limit; further: 0% is about no effect
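TRPV1-expressing cells were cultured overnight at 35.5C and loaded with Fluo-8 calcium dye for 40 to 90 min at room temperature. After a 10 s baseline, compound was added and calcium influx was read kinetically for 3 min (ex 480/em 520 nm).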
B2AR arrestin: qHTS assay of beta-arrestin-biased ligands of beta2-adrenergic receptor. Beta-2 adrenergic receptor (Homo sapiens), P07550. beta-arrestin recruitment to beta2AR, cell-based reporter. Potency, µM (highest dose often 46.1 µM), inactives show at the highest dose activation, hits mostly activators. 330,000 tested, 0.02% active;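 further: potency means the concentration at half of the fitted maximal effect; 0% = DMSO controls and full agonism = EC100 isoproterenol or metaproterenol; nearly all actives have a fitted effect of over 65% in size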
Target sequence (P07550 whole entry, looked up): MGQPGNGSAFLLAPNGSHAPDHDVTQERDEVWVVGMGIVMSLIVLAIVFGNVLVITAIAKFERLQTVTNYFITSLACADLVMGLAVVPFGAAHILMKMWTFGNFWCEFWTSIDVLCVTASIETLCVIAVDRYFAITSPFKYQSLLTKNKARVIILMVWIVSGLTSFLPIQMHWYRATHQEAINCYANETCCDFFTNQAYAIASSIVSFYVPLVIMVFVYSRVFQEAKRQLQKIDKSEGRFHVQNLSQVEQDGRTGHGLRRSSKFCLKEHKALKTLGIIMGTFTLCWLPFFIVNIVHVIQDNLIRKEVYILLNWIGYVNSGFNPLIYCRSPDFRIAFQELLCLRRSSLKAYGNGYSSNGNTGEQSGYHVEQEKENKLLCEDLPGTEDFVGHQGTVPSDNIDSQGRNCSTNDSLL
Active calls of the source: *; ? = inconclusive; · = not tested or not shown; [ ] = remark or other dose. Unless noted, the call rests on the fitted dose curve; in most records, active means well fitted curve in the direction sought with a large enough effect; inconclusive means small, poorly fitted or top-dose-only effect, or another doubt; inactive means no such curve, though single readings can be large; an effect the other way counts as inactive or inconclusive.

SMILES	BRCA1 expr up	a7 integrin act	TCR act	MLL CXXC-DNA inh	ELG1 repair inh	p53 reactivator	TSG101-PTAP inh	AT treatment	TRPV1 ag	B2AR arrestin
CCCNC(=O)CNC(=O)c1ccc(C#N)cc1	11%	-2%	-4%	·	10%	8%	-1%	1%	·	0.1%
CC1CCN(CCCCOc2ccc(Cl)cc2)CC1	-37%	-33%	-3%	1%	-4%	-3%	-5%	5%	1	0.0%
O=S(=O)(Nc1ccc(Cc2ccncc2)cc1)N1CCCC1	-2%	31%	-5%	2%	-1%	2%	0%	5%	1	-0.1%
Cc1cc(C)cc(Nc2ccc([N+](=O)[O-])nc2[N+](=O)[O-])c1	-42%	-16%	1%	10%	-5%	-2%	-2%	-8%	2	0.4%
NS(=O)(=O)c1ccc(CCNC(=O)c2ccc3c(c2)N(Cc2ccccc2)CCS3)cc1	-25%	-9%	-10%	6%	-8%	2%	-2%	11%	?	8.8%
Cc1ccc(Cn2nc(C)cc2C(=O)Nc2ccccc2Cl)cc1	4µM*	-9%	2%	?	?	?	-2%	-5%	?	-0.8%
O=C(NCCc1c[nH]c2ccccc12)C1CCN(S(=O)(=O)c2ccccc2)CC1	2%	-24%	-38%	?	3%	-4%	0%	-1%	3	-0.2%
CCCOC(=O)C1=C(C)OC23OC(N)=C(C#N)C12C(=O)c1ccccc13 (configuration not stated)	-21%	-2%	-4%[46.1 µM]	-15%	14%	-11%	-2%	6%	-1	-0.1%
CCOc1ccc(C)cc1S(=O)(=O)N1CCCCC1	-6%	-9%[7.66 µM]	4%	-2%	-9%	-1%	-4%	1%	0	-1.6%
Cc1ccc(C)n1-c1nnc(N2CCC(C(=O)N3CCN(C)CC3)CC2)s1	-13%	-12%	-1%	·	8%	?	-10%	-4%	-1	0.0%
COc1ccc(/C=N/Nc2nonc2N)cc1OC	10%	6%	1%[46.1 µM]	8%	?	-6%	-6%	8%	-3	0.2%
O=C(CCCN1C(=O)c2ccccc2C1=O)Nc1ccc(S(=O)(=O)N2CCCCC2)cc1	3%	18%	1%	-6%	-28%	-4%	-1%	12%	0	3.3%
COc1ccc(S(=O)(=O)N2CCOCC2)c(C)c1C	-2%	-10%	2%[46.1 µM]	3%	-4%	2%	-5%	2%	10	-0.8%
Cc1cccc(CCNC(=O)Cc2ccc(NC3=NC4CS(=O)(=O)CC4S3)cc2)c1 (configuration not stated)	-20%	-10%	7%	·	?	8%	-3%	-2%	-3	-0.1%
Cc1ccc(OCC(=O)NCCCNC(=O)COc2ccc(C)cc2)cc1	-17%	25%	-4%	6%	?	·	-6%	1%	3	0.5%
CCOc1ccc(CN2CCCC(CNC(=O)c3ccc(F)cc3)C2)cc1CO (configuration not stated)	3%	-58%[inhibitor]	-2%	6%	-8%	-3%	-4%	-4%	0	-0.3%
O=C(CSc1nnc(SCc2ccccc2)s1)N/N=C/c1ccc(Cl)cc1Cl	6%	21%	-9%[46.1 µM]	4%	?	2%	-1%	2%	-1	-0.9%
NC(=O)c1cccnc1Sc1ccc(Cl)cc1	9%	2%	5%[46.1 µM]	10%	0%	-1%	1%	8%	2	-0.1%
O=C(NCC(c1ccco1)N1CCCCC1)c1cccnc1 (configuration not stated)	-14%	-12%	-2%	·	10%	1%	2%	14%	-4	-0.3%
Cc1ccccc1-n1c(C)c(C#N)c(=O)c(-[n+]2ccccc2)c1[S-]	-4%	41%	-7%	-1%	5%	?	-6%	-3%	-2	0.3%
CCOc1cccc(C2c3c(oc4ccccc4c3=O)C(=O)N2c2ccccn2)c1 (configuration not stated)	·	·	·	17%	12%	7%	·	7%	6	-0.7%
CCC1CCCCN1CCCNC(=O)c1ccc2c(=O)n(CCOC)c(=O)[nH]c2c1 (configuration not stated)	-2%	3%	0%	17%	2%	5%	-3%	7%	0	-0.1%
Cc1cc(-c2ccco2)n2c(nc3ccccc32)c1C#N	-31%	6%	0%	-2%	2%	-5%	-2%	3%	19	-0.5%
CCn1ncc(NC(=S)Nc2ccc3c(c2)OCO3)c1C(N)=O	17%	?	1%	26%	16%	3%	-3%	-2%	-2	0.3%
Cc1ccc(-c2cc(C(F)(F)F)n3ncc(C(=O)N4CCN(C)CC4)c3n2)cc1	-2%	15%	-1%	7%	9.2µM*	-4%	-6%	11%	-1	-0.2%
COc1ccc(F)cc1S(=O)(=O)NC1CCCC1	12%	?	-6%	-8%	-5%	-2%	0%	2%	5	0.1%
CCCC(=O)NC(Nc1ccccc1F)C(Cl)(Cl)Cl (configuration not stated)	·	·	·	-4%	?	0%	·	11%	19	-0.7%
Cc1cc(C(=O)Nc2ccncc2)ccc1[N+](=O)[O-]	-15%	-17%	6%	4%	1%	7%	-2%	-9%	?	-1.2%
CCN(CC)c1ccc(C2C3CCCCC3(O)CCN2CC(=O)N2CCCCC2)cc1 (configuration not stated)	-36%	-9%	4%	2%	-17%	7%	-3%	0%	-1	-0.6%
Cc1nc(-c2ccc(F)cc2)c(CC(=O)N2CCN(S(=O)(=O)c3cccc([N+](=O)[O-])c3)CC2)s1	-7%	32%	4%	·	?	1%	-5%	11%	3	0.0%

A different layout for part of the listing above.
Structure | BRCA1 expr up | a7 integrin act | TCR act | MLL CXXC-DNA inh | ELG1 repair inh | p53 reactivator | TSG101-PTAP inh | AT treatment | TRPV1 ag | B2AR arrestin
CCOc1ccc(C)cc1S(=O)(=O)N1CCCCC1 | -6% | -9%[7.66 µM] | 4% | -2% | -9% | -1% | -4% | 1% | 0 | -1.6%
Cc1ccc(C)n1-c1nnc(N2CCC(C(=O)N3CCN(C)CC3)CC2)s1 | -13% | -12% | -1% | · | 8% | ? | -10% | -4% | -1 | 0.0%
COc1ccc(/C=N/Nc2nonc2N)cc1OC | 10% | 6% | 1%[46.1 µM] | 8% | ? | -6% | -6% | 8% | -3 | 0.2%

(continued)
SMILES	BRCA1 expr up	a7 integrin act	TCR act	MLL CXXC-DNA inh	ELG1 repair inh	p53 reactivator	TSG101-PTAP inh	AT treatment	TRPV1 ag	B2AR arrestin
O=C(COC(=O)COc1ccccc1)NCCc1ccccc1	10%	-23%	-3%	·	3%	2%	5%	-9%	2	-0.4%
Cc1c[n+](C)ccc1CC1C([N+](=O)[O-])=C[N-]c2ncnn21 (configuration not stated)	29%	-7%	-4%	0%	11%	0%	4%	-5%	-1	-0.5%
Cc1nn(CC(=O)N2CCN(C34CC5CC(CC(C5)C3)C4)CC2)c(C)c1[N+](=O)[O-]	-19%	12%	3%	26%	-3%	-3%	-2%	2%	-1	0.2%
COc1ccc(-c2noc(-c3ccc4c(c3)OCO4)n2)cc1	?	1%	4%	-2%	?	?	-4%	5%	1	0.1%
CCO[C@H]1OC(C(=O)NCc2ccccc2)=C[C@@H](c2ccccc2)[C@@H]1CCCO	-30%	-20%	-2%	4%	-27%	-4%	-4%	15%	13	0.0%
Cc1ccc(S(=O)(=O)N(C)CC(=O)O/N=C(\N)c2cccc([N+](=O)[O-])c2)cc1	-5%	20%	-3%	5%	-13%	12%	-5%	-5%	0	-0.1%
CCCS(=O)(=O)n1nc(-c2ccc(OC)cc2)cc1N	50%	-9%	3%	-11%	?	14%	-4%	-2%	-2	0.2%
CCCSc1nc(C)c2cc(C)cc(C)c2n1	-7%	44%	-3%	1%	13%	9%	-4%	4%	8	-0.1%
CCOC(=O)C(CC)(CCC(=O)O)c1csc(N)n1 (configuration not stated)	4%	10%	-2%	-2%	?	-5%	-5%	3%	0	-0.1%
Cc1nn(C)c(C)c1NC(=O)C12CC3CC(CC(C3)C1)C2	2%	-26%	1%[46.1 µM]	7%	-1%	-1%	-1%	·	-1	-0.6%
COC(=O)c1ccccc1NC(=O)CSc1nnc(C(CO)NC(=O)c2ccccc2)n1C (configuration not stated)	-1%	15%	6%	-1%	-4%	-2%	2%	-3%	-1	-0.4%
O=C(/C=C/c1ccccc1)NC(=S)NNS(=O)(=O)c1ccccc1	35%	30%	2%	0%	8%	-4%	-4%	3%	0	0.2%
CC(=O)Nc1ccc(S(=O)(=O)N2CCN(Cc3ccccc3[N+](=O)[O-])CC2)cc1	-29%	-18%	-4%	-5%	9.2µM*	-2%	-2%	3%	1	0.0%
O=C1OC(Nc2ccc3ncccc3c2)c2ccccc21 (configuration not stated)	-8%	27%	7%	-1%	0%	-1%	0%	6%	-6	-0.1%
CCOc1ccccc1-n1nnnc1SCC(=O)O	16%	-12%	-4%	-2%	-3%	2%	-1%	-3%	-1	5.3%

Screening data deposited in PubChem by National Center for Advancing Translational Sciences (NCATS).
